CHO-K1 Ca antag = nonselective inhibitor or artifact in parental CHO-K1 cells. ATP-induced calcium, Fluo-8 fluorescence. 360,000 compounds, 0.6% hits. inhibition, % at 3 µM. AID 602250;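 active = inhibition above a per-plate cutoff, the plate's mean sample inhibition plus 3 SD, cut at about 24% in these data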;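 note: 0% = DMSO plus EC80 ATP and 100% = DMSO alone without ATP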
M1 antag = human M1 muscarinic receptor antagonists, primary screen, CHO-K1 cells, Fluo-8 calcium fluorescence, 1536-well; Muscarinic acetylcholine receptor M1 (Homo sapiens), P11229; CHO-K1 hM1, ACh EC80 antagonist; inhibition, % at 3 µM; 360,000 compounds, 1.3% hits; AID 588852, 2011;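 active = percent inhibition above its own plate's cutoff, namely the mean of that plate's compound wells plus 3 SD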;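 note: peak over basal fluorescence ratio during 140 s after agonist addition; 0% = ACh EC80 plus DMSO and 100% = DMSO alone without agonist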
Target sequence (P11229 whole entry, looked up): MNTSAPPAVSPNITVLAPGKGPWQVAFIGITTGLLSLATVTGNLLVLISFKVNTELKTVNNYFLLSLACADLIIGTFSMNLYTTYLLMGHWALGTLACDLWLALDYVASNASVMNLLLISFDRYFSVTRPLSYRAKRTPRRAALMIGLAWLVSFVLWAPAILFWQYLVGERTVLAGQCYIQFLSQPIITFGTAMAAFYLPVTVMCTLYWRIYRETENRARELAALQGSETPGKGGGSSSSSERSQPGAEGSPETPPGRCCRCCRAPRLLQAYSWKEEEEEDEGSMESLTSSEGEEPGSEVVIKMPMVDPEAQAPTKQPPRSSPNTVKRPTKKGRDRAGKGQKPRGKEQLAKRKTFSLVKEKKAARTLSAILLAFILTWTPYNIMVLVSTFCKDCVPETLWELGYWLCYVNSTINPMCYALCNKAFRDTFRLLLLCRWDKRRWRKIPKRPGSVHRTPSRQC
OXTR potentiator = human OXTR potentiators, primary screen, fluorescence, CHO-OTR cells, Fluo-8 calcium; Fluo-8 calcium fluorescence, potentiator mode; 0% = oxytocin EC15, 100% = EC100; activation, % at 3 µM; 320,000 compounds, 0.061% hits; AID 2445, 2010;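 active = activation above that plate's cutoff, the mean activation of tested compounds plus 3 SD, cut at about 6.6% in these data, passing the limit was not always enough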;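 note: 100% uses oxytocin at 75 nM as the full agonist control; some results filed as inactive read as strong as hits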
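Measured by – Fluo-8 calcium dye fluorescence · Test system – human OTR in CHO cells · Dosing – one concentration, 3.0 µM compound · Controls – EC15 oxytocin alone as 0%, 75 nM oxytocin as 100% · Evaluation – normalized max/min fluorescence ratio, % activation · Timing – 6 min pre-incubation, 100 s read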
TAAR1 ag = human TAAR1 agonists, primary screen, Fluo-8 calcium fluorescence, CHO RD-HGA16 cells; vehicle wells 0%, saturating PEA agonist 100%; 360,000 compounds, 0.99% hits; activation, % at 3 µM;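 active = activation above the mean activation of all test compounds in the run plus 3 SD, cut at about 38% in these data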
Target sequence (Q96RJ0 whole entry, looked up): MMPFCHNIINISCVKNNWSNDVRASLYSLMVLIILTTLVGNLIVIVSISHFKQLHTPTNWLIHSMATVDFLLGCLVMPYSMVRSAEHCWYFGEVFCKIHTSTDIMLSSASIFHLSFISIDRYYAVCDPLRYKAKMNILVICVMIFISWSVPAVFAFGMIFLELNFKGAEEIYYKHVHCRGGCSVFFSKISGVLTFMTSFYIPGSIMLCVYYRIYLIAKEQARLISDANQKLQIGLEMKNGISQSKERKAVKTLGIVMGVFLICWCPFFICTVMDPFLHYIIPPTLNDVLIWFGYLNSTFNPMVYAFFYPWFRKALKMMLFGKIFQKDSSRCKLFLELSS
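Benchmarks: low control DMSO, high control PEA (EC100); System: CHO RD-HGA16 cells carrying human TAAR1 plus Gα16; Detection: Fluo-8 fluorescence, 5 s baseline then 140 s kinetic read; Schedule: 17-24 h plating, Fluo-8 75 min 37 °C, 30 min RT; Read-out basis: % activation from peak over basal fluorescence ratio, DMSO-to-PEA scaled.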
CHO-K1 Ca ag = counter-screen for M1 agonists: effect in parental CHO-K1 cells. Fluo-8 calcium fluorescence; scaled to maximal ATP response, vehicle zero. activation, % at 3 µM. 360,000 compounds, 0.48% hits; in the data active = activation above about 15%;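 note: untransfected CHO-K1 host cells lacking M1 receptor as counterscreen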
CHO-K1 Ca PAM = nonselective calcium activators in parental CHO-K1 cells, primary screen, counter-screen for M1 PAM project, cell-based, Fluo-8 calcium fluorescence, full deck, 1536-well; ATP EC20; 0% at ATP EC20, 100% at ATP max; activation, % at 3 µM; 360,000 compounds, 0.02% hits; AID 602247, 2012;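 active = activation above the run cutoff, the mean activation of all test compounds plus 3 SD, cut at about 40% in these data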;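 note: peak over basal fluorescence ratio in a 140 s read after ATP addition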
M1 ag = human M1 muscarinic receptor agonists, primary screen, Fluo-8 calcium fluorescence, CHO-K1 cells, HTS; Muscarinic acetylcholine receptor M1 (Homo sapiens), P11229; CHO-K1 hM1, agonist mode; 0% DMSO, 100% acetylcholine EC100; activation, % at 3 µM; 360,000 compounds, 0.33% hits;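 active = activation above the run's mean compound activation plus 3 SD, cut at about 16% in these data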;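 note: peak over basal fluorescence ratio within a 140 s kinetic read after compound addition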
TAAR1 antag = human TAAR1 antagonists, primary screen, Fluo-8 calcium fluorescence, CHO RD-HGA16 cells; antagonist; inhibition, % at 3 µM; 360,000 compounds, 1.5% hits; AID 624466, 2012;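 active = inhibition above a per-plate cutoff, the mean inhibition of test compounds on that plate plus 3 SD, cut at about 49% in these data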;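 note: 0% = DMSO plus EC80 beta-PEA response and 100% = DMSO alone without agonist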
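Test system – hTAAR1-expressing CHO RD-HGA16 cells, Gα16-coupled · Also added – β-PEA at EC80 concentration, post-compound challenge · Compound – 3 µM, single point · Incubation – dye loading 75 min at 37 °C, then 30 min room temperature · Measured by – Fluo-8 intracellular calcium dye fluorescence, real-time kinetic reads · Benchmarks – vehicle and agonist controls · Replicates – singlicate, one well per test compound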
CHO parental Ca = ATP-evoked calcium signal inhibitors, parental CHO, primary screen, counter-screen for OX1R antagonist project, cell-based, fluorescence, Fluo-8 calcium dye | parental CHO-K1, ATP-induced calcium, Fluo-8 fluorescence | inhibition, % at 5.6 µM | 330,000 compounds, 0.63% hits | AID 463079, 2010;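 active = inhibition above that plate's mean sample inhibition plus 3 SD, cut at about 26% in these data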;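 note: 0% = ATP-challenged DMSO wells and 100% = DMSO wells without ATP; some compounds past the cut are filed as inactive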
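Measured by: calcium-sensitive Fluo-8 fluorescence / Test system: CHO parental line / Controls: ATP-challenged DMSO wells low, unchallenged DMSO wells high / Measure: % inhibition / Compound: single nominal dose of 5.6 µM per compound / Replicates: single well per compound, no replicates / Reagent: ATP as calcium-mobilizing challenge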
Numbers without * were called inactive; . = not tested or not shown.

SMILES	CHO-K1 Ca antag	M1 antag	OXTR potentiator	TAAR1 ag	CHO-K1 Ca ag	CHO-K1 Ca PAM	M1 ag	TAAR1 antag	CHO parental Ca
COc1ccc(Cn2c(O)c(/C=C3/C=CC=N3)c(=O)[nH]c2=O)cc1	-11	-10	-8	-1	2.2	26	-2	2	8
COc1ccccc1CNc1ncccc1[N+](=O)[O-]	-16	-13	-3	-3	-0.6	10	-6	-24	-7
Cc1ccc2nc(C3CCCN(C(=S)Nc4ccccc4C)C3)[nH]c2c1 (stereo not given)	-12	0	-1	10	1.2	24	-8	-15	-14
Cc1ccc2c(C)c(C(=O)N3CCN(c4cnccn4)CC3)oc2c1C	-4	-5	-1	5	3.0	2	1	-3	-21
O=C(Cn1cccn1)N1CCCC(N2CCN(c3cccc(C(F)(F)F)c3)CC2)C1 (stereo not given)	-3	-19	.	0	0.6	15	-4	-29	.
COC(C/C=C\[C@H](O)COCc1ccccc1)OC	-4	0	0	5	-0.1	-10	-1	-2	-10
COc1ccc(/C=C(/NC(=O)c2ccccc2)c2nc3ccc(Cl)cc3[nH]2)cc1OC	-4	-2	-11	9	6.2	24	-4	18	-6
O=C(CCc1ccccc1)N/N=C\C1CC=CCC1 (stereo not given)	4	10	-13	-1	0.6	-2	0	2	-13
C=CCN(c1ccc(C(=O)Nc2ccc3c(c2)OCO3)cc1)S(C)(=O)=O	9	1	-8	0	0.6	-9	-3	-5	-19
Cc1c(NS(=O)(=O)c2cc(C(=O)NCc3cccc(Cl)c3)ccc2Cl)c(=O)n(-c2ccccc2)n1C	-19	-11	.	1	-0.3	3	-7	-18	.
OCC[C@H]1C[C@@H](O)[C@H](O)[C@]2(OCc3ccccc32)O1	-14	8	-2	20	0.5	9	1	14	1
O=C(Nc1ccccc1C(=O)O)c1ccc(Br)o1	7	-8	-5	2	-0.4	6	-3	0	2
COc1cccc(CN(CC2CCCO2)S(=O)(=O)c2ccc(S(=O)(=O)NCC3CCCO3)cc2)c1OC (stereo not given)	0	-7	-5	1	0.5	5	-5	4	-15
Cc1ccc(S(=O)(=O)N2CCN(C(=O)C3CCN(C(=O)c4ccc(F)cc4)CC3)CC2)c(C)c1	5	6	-9	7	1.9	-14	2	5	-21
CCOc1ccc(-c2nnc(-c3ccncc3)o2)cc1OCC	-1	2	-8	5	0.9	10	-6	-1	-4
CS(=O)(=O)N1CCN(C(=O)c2cc(-c3cccnc3)nc3ccc(Cl)cc23)CC1	-2	-4	-5	14	2.2	7	-4	34	-16
Cc1cccc(NC(=O)/C(=C\c2ccco2)NC(=O)c2cccs2)c1	4	7	-14	8	0.6	6	-2	7	-10
COc1ccccc1Nc1nc2cc(C)ccc2cc1C#N	10	-1	-8	9	16*	14	-7	-7	0
Cc1ccc(Nc2c(-c3ccccn3)nc3cccc(C)n23)cc1	0	-4	2	0	0.4	-7	-5	-12	-22
CC1CCN(C2CC(=O)N(c3ccccc3)C2=O)CC1 (stereo not given)	-5	-3	-7	2	1.1	22	-6	-10	1
Cc1c(C)c(C)c(CN2CCCC2)c(C)c1C	-7	-4	-12	8	3.0	9	4	0	-6
Cc1ccccc1-n1c(C)n[nH]c1=S	9	-12	7	6	0.0	7	-7	3	-10
Cc1ccc(C)c(NC(=S)N2CCC(NC(=O)c3ccccc3)CC2)c1	-3	-9	-2	-4	0.1	10	-12	13	-24
CCOC(=O)CSc1nc2ccccc2c(=O)n1CC1CCCO1 (stereo not given)	-2	-8	-8	3	0.3	15	-4	-4	-11
O=[N+]([O-])c1cc(/C=N\O)ccc1Oc1ccc(F)cc1	-13	-2	-12	-3	0.3	17	-10	19	-2
C#Cc1ccc([C@H]2C=C(C(=O)NCc3ccccc3)O[C@@H](OCC)[C@@H]2CCCO)cc1	-18	63*	-16	0	-0.3	16	-14	-7	-4
O=C(CNC(=O)c1cccc(Cl)c1)N/N=C/c1cccnc1	-19	-11	0	0	1.1	20	-3	-8	-2
CCn1c(CNC(=O)c2ccco2)nnc1SCC(=O)c1ccc(F)cc1	-9	-19	3	1	0.5	2	0	-18	-9
CCOC(=O)c1c(NC(=O)Cn2nc(C(F)(F)F)cc2C)sc(C)c1C	-8	-8	-3	5	0.2	16	-1	4	-16
CC(=O)NN1C(=O)/C(=C2/Sc3ccc(Cl)cc3N2C)SC1=S	-8	-14	-5	4	0.0	2	-2	-13	3
CNC(=O)NC(=O)C(OC(=O)CCNS(=O)(=O)c1ccccc1)c1ccccc1 (stereo not given)	-5	0	-5	2	1.8	5	-1	1	0
COc1cccc(/C=C/C(=O)OCC(=O)Nc2cccc(S(=O)(=O)NC3=NCCCCC3)c2)c1	1	12	-8	9	4.0	1	-2	33	-17
COc1ccc(NS(=O)(=O)c2ccc(N3CCCC3)c(NC(=S)Nc3ccc(SC(F)F)cc3)c2)cc1	7	4	-15	8	3.9	3	-5	-2	23
CCOc1ccccc1N(CC(=O)Nc1cccnc1)S(C)(=O)=O	-10	-11	-4	5	0.8	17	-2	-2	1
COc1ccccc1/C=N/NC(=O)c1ccc(CN2C(=O)c3cccc4cccc2c34)cc1	-27	-23	-3	1	0.5	27	7	7	6
Cc1[nH]c2ccc(C(=O)O)cc2c1C	-22	-10	0	3	0.6	7	-1	5	3
Cc1cccc(NC(=O)CSc2nnc(NC(=O)CN3CCCCC3)s2)c1	.	.	-5	0	.	.	.	-2	-21
C/C(=N/Nc1ncc(Br)cn1)c1ccc([N+](=O)[O-])cc1	-11	0	1	0	-0.3	14	-10	-35	6
CCC(O)(c1ccccc1)C(CN1CCOCC1)c1ccccc1 (stereo not given)	-9	8	-9	4	-0.3	-3	-3	-9	-21
COc1cccc(C(=O)Cn2c(=O)n(CC3CCCO3)c(=O)c3ccccc32)c1 (stereo not given)	-15	-12	-13	4	0.9	25	-2	8	-16
O=C(NCc1ccccc1)c1ccc(S(=O)(=O)N2CCCC2)cc1	-19	6	-6	5	2.6	16	-5	12	-4
CCn1c(SCc2nc3ccccc3c(=O)[nH]2)nnc1C(C)NC(=O)c1ccccc1 (stereo not given)	-4	-12	-12	3	12	19	-4	17	-16
O=S1(=O)N[C@@H](Cc2ccccc2)COc2cc(N3CCSCC3)ccc21	-19	.	.	3	3.7	22	.	-12	.
CCOCc1nnc(NC(=O)CSCc2ccccc2)s1	1	-11	1	2	0.5	10	-6	-13	6
COc1cc(-c2cc(NC=O)c3ncc(-c4ccccc4)n3c2)cc(OC)c1OC	6	18	.	13	3.5	4	1	63*	.
C[C@H](CO)N1C[C@H](C)[C@@H](CN(C)C(=O)Nc2ccccc2)Oc2ccc(NC(=O)Nc3ccc4c(c3)OCO4)cc2C1=O	10	-1	8	1	-0.1	9	0	-30	-15
OCC[C@H]1C[C@@H](O)[C@H](O)[C@@]2(CCCc3ccccc3O2)O1	-6	-14	1	0	0.1	9	0	4	-4
Cc1occc1C(=O)Nc1cc(C(F)(F)F)ccc1Cl	-6	-13	-12	0	0.2	17	-2	4	-19

Two successive records already listed:
SMILES	CHO-K1 Ca antag	M1 antag	OXTR potentiator	TAAR1 ag	CHO-K1 Ca ag	CHO-K1 Ca PAM	M1 ag	TAAR1 antag	CHO parental Ca
Cc1cccc(NC(=O)CSc2nnc(NC(=O)CN3CCCCC3)s2)c1	.	.	-5	0	.	.	.	-2	-21
C/C(=N/Nc1ncc(Br)cn1)c1ccc([N+](=O)[O-])cc1	-11	0	1	0	-0.3	14	-10	-35	6

Some of these compounds in order of the M1 ag value, high to low:
mol	M1 ag
OCC[C@H]1C[C@@H](O)[C@H](O)[C@@]2(CCCc3ccccc3O2)O1	0
Cc1occc1C(=O)Nc1cc(C(F)(F)F)ccc1Cl	-2
O=C(NCc1ccccc1)c1ccc(S(=O)(=O)N2CCCC2)cc1	-5

(continued)
SMILES	CHO-K1 Ca antag	M1 antag	OXTR potentiator	TAAR1 ag	CHO-K1 Ca ag	CHO-K1 Ca PAM	M1 ag	TAAR1 antag	CHO parental Ca
CC(C)c1onc(C(=O)NC(C)c2ccccc2)c1[N+](=O)[O-] (stereo not given)	-11	-7	-2	2	0.8	16	-8	11	-6
O=C1N/C(=N/N=C/c2ccccc2)SC1(c1ccccc1)c1ccccc1	-14	-10	0	8	-0.2	-7	-1	-12	-9
O=[N+]([O-])c1ccccc1N/N=C1\CC2CC=CC12 (stereo not given)	-15	4	-13	0	0.6	10	-5	-10	-6
COc1ccc(-c2cc(=O)[nH][nH]2)cc1	-7	-13	0	9	0.2	20	-3	-19	-12
CCOC(=O)CSc1nc(-c2ccccc2)nc2c1oc1ccccc12	-8	-11	-4	6	-0.2	-5	0	27	-10
C[C@@H]1CN([C@@H](C)CO)C(=O)CCCn2cc(nn2)CO[C@H]1CN(C)C(=O)Oc1ccccc1	0	1	.	5	-0.1	-1	-2	-1	.
CCN1C(=O)[C@H]2[C@H]3CN=C(SC)N3[C@@](C)(C(=O)OC)[C@H]2C1=O	-4	-7	.	0	0.5	14	-2	-12	.
O=C(O)CCc1ccc(-c2ccc(Cl)cc2)n1CCC(=O)O	-17	-5	-1	9	0.6	14	-4	6	-6
O=C(NCc1cccnc1)C1CCCN(S(=O)(=O)c2cccc3nsnc23)C1 (stereo not given)	14	38*	-7	1	0.0	-9	-9	6	-7
O=C(Cc1cccs1)N(Cc1cccs1)C1(C(=O)NC2CCCC2)CCCCC1	-7	8	-19	8	1.8	7	-2	12	-7
CC(C)c1nnc2c(N(C)S(=O)(=O)c3ccccc3)nc3ccccc3n12	-3	7	-7	4	1.0	-11	-3	-4	-22
COc1ccc(NC(=O)Cc2ccc(C)c(C)c2)cc1S(=O)(=O)N1CCCCC1	-8	1	-8	0	-0.2	-2	-3	1	-12
O=C1CN(CC(=O)NC(=O)NCc2ccccc2)CCN1	-12	-4	-11	2	2.0	22	-2	-4	-5
CC1=C(C(=O)N2CCCCCC2)CC(CC(=O)NCCc2ccccn2)C(=O)N1CCCN1CCCC1=O (stereo not given)	-8	.	.	14	2.8	10	.	5	.
CCCN1CCC(CCOc2ccccc2)(C(=O)OCC)CC1	-9	4	-6	1	1.1	-3	-11	5	-10

High-throughput results: PubChem, The Scripps Research Institute Molecular Screening Center
